rCAG RNA binder = binds r(CAG) RNA repeats; r(CAG) RNA repeat, TO-PRO-1 dye displacement fluorescence; inhibition, % at 3 µM; 370,000 compounds, 1.3% hits; AID 651821;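 active means inhibition above the plate cutoff, the mean of all test compounds on that plate plus 3 SD, cut at about 35% in these data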;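 further: 0% = DMSO alone and 100% = 100 µM mitoxantrone as full dye displacement; higher means more dye released from RNA so lower well fluorescence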
NR1D1 modulator = Rev-erb alpha (human) modulation. Rev-erbα–FITC-DNA binding, fluorescence polarization, 90 min. 370,000 compounds, 0.79% hits. P20393. activity, % at 10 µM;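 active means activity above about 14%, limit read from the data; passing the limit was not always enough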;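 further: 0% = DMSO wells with 35 nM protein and 100% = DMSO wells with 750 nM protein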
LEDGF integ inh = blocks HIV-1 LEDGF/p75-dependent DNA integration. TR-FRET IN-LEDGF/p75 DNA integration, Eu/Cy5. inhibition, % at 3.7 µM. 370,000 compounds, 0.64% hits;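 active means inhibition above the screen-wide mean plus 3 SD, cut at about 13% in these data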;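 further: signal is the Cy5 over europium emission ratio at 671 and 618 nm; 0% = plate median of compound wells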
UHRF1 MBD2 ctr = human UHRF1 methylated DNA binding inhibitors; Q96T88; UHRF1 binding to methylated oligo, TR-FRET; inhibition, % at 4.4 µM; 370,000 compounds, 0.75% hits; AID 687016; in the data active means inhibition above about 21%;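 further: UHRF1 SRA domain binding a hemimethylated CpG hairpin DNA probe; 0% = median of test compound wells and 100% = reference inhibitor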
PG9 binder = PG9 antibody binding by small molecule; TR-FRET gp120-PG9 antibody binding; inhibition, % at 6.7 µM; 360,000 compounds, 0.43% hits; AID 624416; in the data active means inhibition above about 8.5%
ABHD4 inh = inhibits mouse alpha/beta hydrolase domain 4. Q8VD66. purified mABHD4, FP-Rh probe fluorescence polarization. inhibition, % at 8.92 µM. 370,000 compounds, 0.54% hits. AID 720543;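 active means inhibition exceeding the mean over every tested compound plus 3 SD, cut at about 30% in these data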;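 further: 0% = plate median of compound wells and 100% = S159A mutant with DMSO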
Target sequence (Q8VD66 whole entry, looked up, the tested form may be a part): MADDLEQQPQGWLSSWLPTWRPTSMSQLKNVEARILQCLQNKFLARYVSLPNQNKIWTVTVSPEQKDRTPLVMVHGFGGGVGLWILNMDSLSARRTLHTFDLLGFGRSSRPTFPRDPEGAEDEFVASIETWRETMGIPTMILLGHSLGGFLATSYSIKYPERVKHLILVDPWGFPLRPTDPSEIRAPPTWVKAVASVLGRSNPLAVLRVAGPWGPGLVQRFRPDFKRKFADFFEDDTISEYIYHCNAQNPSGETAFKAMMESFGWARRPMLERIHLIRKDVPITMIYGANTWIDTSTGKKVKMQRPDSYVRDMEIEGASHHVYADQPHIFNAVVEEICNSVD
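Assay system: mouse ABHD4 enzyme, wild type / Also added: fluorescent activity-based probe FP-Rh / Doses: single nominal dose of 8.92 µM, 0.89% DMSO final / Timing: 45 min compound pre-incubation plus 60 min probe step, 25 °C / Signal: FP readout, ex 525 nm / em 598 nm / Control set: S159A mutant/DMSO as 100%, compound-well median as 0%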
PRMT1 FP inh = blocks human protein arginine methyltransferase 1. recombinant PRMT1, activity-based probe fluorescence polarization. inhibition, % at 2.79 µM. 370,000 compounds, 1.3% hits. AID 652257;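 active means inhibition above about 21% made by adding two undisclosed values, limit read from the data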
Target sequence (Q99873 whole entry, looked up): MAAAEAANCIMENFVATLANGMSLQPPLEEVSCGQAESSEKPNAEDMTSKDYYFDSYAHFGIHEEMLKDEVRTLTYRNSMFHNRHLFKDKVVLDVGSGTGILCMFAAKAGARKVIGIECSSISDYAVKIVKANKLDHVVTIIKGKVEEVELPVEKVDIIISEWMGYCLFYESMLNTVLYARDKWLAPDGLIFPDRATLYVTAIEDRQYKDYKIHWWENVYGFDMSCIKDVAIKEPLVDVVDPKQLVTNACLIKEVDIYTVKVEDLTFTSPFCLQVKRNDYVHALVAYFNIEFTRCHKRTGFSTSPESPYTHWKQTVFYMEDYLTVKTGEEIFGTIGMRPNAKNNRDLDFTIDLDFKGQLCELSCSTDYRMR
HTRA1 inhibitor = HTRA1 (human) protease inhibition; 340,000 compounds, 0.5% hits; Q92743; inhibition, % at 5.96 µM; recombinant HTRA1, FP-rhodamine activity-based probe, fluorescence polarization; AID 504803; in the data active means inhibition above about 36%;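 further: 0% = enzyme with DMSO and 100% = wells lacking enzyme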
MBD2 DNA inh = inhibitors of human MBD2 binding to methylated oligonucleotide. Q9UBB5. TR-FRET. inhibition, % at 4.4 µM. 370,000 compounds, 0.31% hits; in the data active means inhibition above about 13%
TCR CD3 inh = human TCR-CD3 binding inhibition. TAMRA-labeled TCR probe fluorescence, biochemical. inhibition, % at 9.4 µM. 360,000 compounds, 0.37% hits. AID 651800; in the data active means inhibition above about 19%;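 further: recombinant mutant TCR 2C K166C tagged with TAMRA read by polarization; 0% = receptor in buffer alone and 100% = receptor with positive control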
* = called active by the depositor; . = not tested or not shown. These rows are one share of the data; the hit share may differ from the screen's.

SMILES	rCAG RNA binder	NR1D1 modulator	LEDGF integ inh	UHRF1 MBD2 ctr	PG9 binder	ABHD4 inh	PRMT1 FP inh	HTRA1 inhibitor	MBD2 DNA inh	TCR CD3 inh
CCCNC(=O)N1C2=NC(C(=O)OC)=C(C(=O)OC)[C@@H]3N(Cc4ccccc4)c4ccccc4[C@]23C[C@H]1CO	3	0	1	-2	-0.9	2	0	-1	-3	5
CC(C)CCNC(=O)c1c(CSc2ccccc2)noc1C(=O)NCc1ccccc1	0	-2	4	0	-1.0	-2	-1	3	-1	4
Cc1c(C(=O)OCC(=O)N(CC(C)C)c2c(N)n(Cc3ccccc3)c(=O)[nH]c2=O)oc2ccccc12	9	2	-5	-1	-0.1	1	2	-13	-4	-2
COc1cccc(NC(=O)c2ccc(-c3ccccc3[N+](=O)[O-])o2)c1	7	-6	3	-3	-0.6	-6	0	-27	-1	2
CCc1cccc(C)c1NC(=O)c1cc(=O)[nH]c2ccc(S(=O)(=O)N3CCOCC3)cc12	2	-1	1	-3	14*	0	-2	5	2	0
O=[N+]([O-])c1cccc(COc2cccc(CN3CCCC3)c2)c1	1	2	8	-5	0.0	4	-4	-9	-7	5
COc1ccc(Cl)cc1NS(=O)(=O)c1cc(Br)cnc1N	16	-5	-1	0	2.1	-3	1	-3	-2	8
O=C(NCc1ccco1)c1ccc(N2CCOCC2)c([N+](=O)[O-])c1	-6	7	0	-1	-0.7	4	-1	9	-8	5
CCCN(CC(=O)Nc1ccccc1C)C(=O)COc1c(C)cccc1C	-4	6	0	1	-1.2	4	-4	-5	-4	0
CCCC(=O)C1=C(O)C(C(=O)OC)C(C)(C)CC1=Nc1ccccc1 (stereo not drawn)	-10	2	1	1	-0.8	2	-1	-7	2	-3
COc1ccccc1N1CCN(/N=C/c2cc(Br)ccc2F)CC1	-5	5	3	2	-0.8	1	-4	-3	1	3
CC(Sc1nnc2ccccn12)C(=O)Nc1ccc2c(c1)OCCO2 (stereo not drawn)	1	2	0	-1	-0.8	6	-1	8	-1	4
O=C(c1cnc(Cl)c(Cl)c1)N1CCN(S(=O)(=O)c2ccc(F)cc2)CC1	2	-3	2	2	0.8	-1	0	5	5	-8
O=C(CN1C(=O)c2ccccc2C1=O)Nc1ccccc1C(=O)N1CCCC1	-4	6	0	2	0.0	1	-2	-4	3	0
Cc1ccc2[nH]cc(S(=O)(=O)c3ccc(F)cc3)c(=O)c2c1	3	3	-4	3	0.4	-11	13	-4	7	-6
O=C(O)c1ccccc1/C=N/NC(=O)C1CCCC1	2	-2	3	-2	-0.1	-1	-3	1	-4	9
CCCCOc1ccc(SCCCN2CCOCC2)cc1	0	11	1	1	-0.5	0	-5	-1	2	-2
O=C(c1cccc(S(=O)(=O)N2CCOCC2)c1)N1CCN(c2ccccc2)CC1	5	-2	-7	4	2.3	-3	1	-7	2	-4
CC(C)c1ccc(S(=O)(=O)Nc2ccc(-n3cnnn3)cc2)cc1	11	-3	-1	0	-1.2	-3	-4	-4	4	10
CN(CC(=O)Nc1cccc(F)c1)C(=O)c1cccc(S(=O)(=O)N2CCN(Cc3ccccc3)CC2)c1	6	-9	-1	0	-1.4	-3	-2	-8	-8	-1
CCCOc1cc(C)c(S(=O)(=O)NC2CC(C)(C)NC(C)(C)C2)cc1C	6	3	-2	2	-0.9	10	-1	5	-1	0
CC(C)(C)S(=O)N1Cc2cc(C(=O)N3CCOCC3)nc(-c3cccc(Br)c3)c2[C@H]1CCO (stereo partly drawn)	9	3	2	-4	-0.6	1	1	.	-2	7
C/C(CC(=O)Nc1ccc(OCc2ccccc2)cc1)=N\NC(=O)C(=O)Nc1cccc(C)c1	7	1	6	0	-0.5	-12	-2	-21	2	2
CC(=O)c1ccc(NC(=O)CSc2nnc(NC(=O)C3CC3)s2)cc1	-5	-4	2	2	-2.2	-8	-2	-1	-3	3
O=c1c2c3c(sc2n2c(=S)[nH]nc2n1-c1ccccc1)CCC3	3	1	0	-2	1.3	3	0	.	-4	1
Cn1c(=O)c2c(ncn2CC(=O)Nc2ccc(N3CCOCC3)cc2)n(C)c1=O	-3	8	1	0	-0.1	2	-4	4	-4	10
Cc1ccc(CN2CCN(/N=C/c3ccc(O)c(O)c3)CC2)cc1	10	-3	7	-2	-1.9	31*	1	32	-1	6
NC(=O)c1c(N)sc(=S)n1CC1CCCO1 (stereo not drawn)	0	1	1	0	2.3	3	0	3	-5	4
Cc1cccc(N2CC(C(=O)Nc3ccccc3N3CCCC3)CC2=O)c1C (stereo not drawn)	3	8	1	2	-5.1	-3	-2	3	0	-1
CN(c1ccc(OCC(=O)N2CCCCC2)cc1)S(=O)(=O)c1cccs1	-4	-1	0	-2	1.3	-2	1	6	1	3
CCc1cccc(CC)c1NC(=O)COC(=O)c1cccc(-c2ccc(OC(C)=O)cc2)c1	2	-3	-2	2	-0.6	2	-1	1	4	10
Cc1cc(F)cc(-c2cc(C(=O)NCc3ccccc3)[nH]n2)c1	8	-8	1	1	0.5	-8	6	.	7	-3
CCOC(=O)c1cc(C)nc(SC)c1C#N	1	-1	-3	-1	-1.2	6	0	-1	0	3
COc1cc(OC)cc(-c2c(C#Cc3ccsc3)c3cc(-c4ccc5c(c4)OCCO5)ccc3n2C)c1	16	3	0	3	-0.7	10	-1	-7	-2	-6
CCOC(=O)C1=C(c2ccc(OC)cc2)OC(N)=C(C#N)C1c1cccnc1 (stereo not drawn)	0	2	2	-1	-0.3	6	3	.	2	-3
Cc1cc(C)nc(SCCC(=O)Nc2ccccc2)n1	-5	1	1	-5	0.4	1	-3	4	1	-3

Record cards, as listed above:
Cc1cccc(N2CC(C(=O)Nc3ccccc3N3CCCC3)CC2=O)c1C (stereo not drawn) is listed with rCAG RNA binder = 3; NR1D1 modulator = 8; LEDGF integ inh = 1; UHRF1 MBD2 ctr = 2; PG9 binder = -5.1; ABHD4 inh = -3; PRMT1 FP inh = -2; HTRA1 inhibitor = 3; MBD2 DNA inh = 0; TCR CD3 inh = -1
NC(=O)c1c(N)sc(=S)n1CC1CCCO1 (stereo not drawn) is listed with rCAG RNA binder = 0; NR1D1 modulator = 1; LEDGF integ inh = 1; UHRF1 MBD2 ctr = 0; PG9 binder = 2.3; ABHD4 inh = 3; PRMT1 FP inh = 0; HTRA1 inhibitor = 3; MBD2 DNA inh = -5; TCR CD3 inh = 4

Sorted by value in ABHD4 inh (low to high): 4 from the list above
SMILES	ABHD4 inh
Cc1cc(F)cc(-c2cc(C(=O)NCc3ccccc3)[nH]n2)c1	-8
Cc1cccc(N2CC(C(=O)Nc3ccccc3N3CCCC3)CC2=O)c1C (stereo not drawn)	-3
Cc1cc(C)nc(SCCC(=O)Nc2ccccc2)n1	1
Cc1ccc(CN2CCN(/N=C/c3ccc(O)c(O)c3)CC2)cc1	31*

The listing continues:
SMILES	rCAG RNA binder	NR1D1 modulator	LEDGF integ inh	UHRF1 MBD2 ctr	PG9 binder	ABHD4 inh	PRMT1 FP inh	HTRA1 inhibitor	MBD2 DNA inh	TCR CD3 inh
COc1ccccc1NS(=O)(=O)c1ccc(C(=O)NCC(c2ccco2)N(C)C)cc1 (stereo not drawn)	-1	-4	-7	-2	1.3	2	9	1	1	-11
Cc1ccc(-n2c(Cc3cccs3)nnc2SCC(N)=O)cc1	-2	-5	-3	3	1.1	3	0	-4	2	4
C=CCn1c(NCc2ccc(N(C)C)cc2)nc2ccccc21	-7	-2	3	0	-2.1	-2	3	1	2	-1
c1cncc(-c2ccc3[nH]ccc3c2)c1	4	-7	-4	-4	0.4	7	-2	2	-1	-3
O=C(c1ccc(OC2CCN(Cc3ccccc3O)CC2)cc1)N1CCCCC1	-9	36*	-2	1	-2.5	2	-1	-5	-4	4
C=CCn1c(=O)n(CCOC)c(=O)c2sc3ccccc3c21	0	-2	-2	-1	0.1	10	2	2	1	-6
O=C(c1noc2c1CCCC2)N1CCc2c([nH]c3ccccc23)C1c1ccccn1 (stereo not drawn)	-1	6	-4	-4	-0.4	0	-2	-18	-5	0
CC(=O)NC(c1ccc(F)c(F)c1)c1nc(-c2ccncc2)cs1 (stereo not drawn)	1	-9	6	8	-1.5	-8	8	.	8	0
Cc1nn(C)cc1CNC(=O)c1ccc(Br)o1	0	5	2	4	-1.4	-1	1	-1	-2	-1
CCOC(=O)c1c(N)sc(C(=O)N(C)C)c1CN1CCOCC1	-4	-6	2	0	0.0	-6	1	4	5	-6
Cc1ccc(-c2cc3nc(-c4ccccc4)cc(N4CCOCC4)n3n2)cc1	4	5	1	-2	0.6	-7	-1	-22	-5	3
O=C(CCN1CCc2ccccc21)c1ccc2c(c1)OCCO2	6	-4	1	2	-3.6	-3	4	26	1	3
O=C(CSc1nc2ccccc2nc1SCC(=O)N1CCCCC1)N1CCCCC1	-2	5	-2	3	22*	-21	-2	4	3	-3
COc1ccccc1NC(=O)c1ccc(NS(=O)(=O)c2ccc(F)c(Cl)c2)cc1	44*	2	4	-3	0.3	-20	0	-14	-6	6
O=C1c2cccc([N+](=O)[O-])c2C(=O)N1C1CCCCC1	-4	3	-6	3	-2.4	1	2	6	4	-9
CCn1c2ccccc2c2cc(/C=N/n3cnnc3)ccc21	3	1	-2	-4	1.5	-12	-1	-23	1	-6
COc1ccc(-n2c(=O)[nH]cc(C(=O)Nc3ccccc3)c2=O)cc1	6	-5	4	-1	0.0	-6	-3	1	2	3
C=CCc1c(C)nc2c(-c3ccccc3)cnn2c1N1CCOCC1	-1	6	3	2	1.1	1	-2	-12	0	1
Cc1nn(Cc2ccc(C(=O)O)o2)c(C)c1[N+](=O)[O-]	2	-5	0	0	0.2	-1	1	-1	2	-1
Cn1c(C(=O)NCCCN2CCN(c3ccc(F)cc3)CC2)cc2c(=O)n(C)c3ccccc3c21	3	0	4	0	-3.1	1	6	0	6	3
CCN(CC)S(=O)(=O)c1ccc(/C=C/C(=O)N(c2ccccn2)C2CCCCC2)cc1	-2	-2	2	0	-1.1	-1	-1	2	2	13
CCOc1ccc(-c2nnn(CC(=O)c3cc(OC)ccc3OC)n2)cc1	3	19*	2	-3	-1.9	3	2	-9	-8	1
CCOC(=O)c1sc2nc(SCC#N)n(CC3CCCO3)c(=O)c2c1C (stereo not drawn)	1	6	-3	1	0.1	-2	0	0	-4	0
CCOc1ccccc1NC(=O)Nc1ccsc1C(=O)OC	0	4	7	-1	-4.9	-5	-3	-21	-6	5
CCCCCn1c(S(=O)(=O)O)nc2ccccc21	1	-2	1	0	-0.1	-1	0	0	-4	4
O=c1cc[nH]c2c(C(F)(F)F)cccc12	-3	0	1	-4	0.2	2	-3	10	1	-5
CC(C)(C)NC(=O)CN(Cc1ccc(F)cc1)C(=O)Cn1nnc(-c2ccc(F)cc2)n1	-5	5	-8	3	-1.4	-2	2	5	3	-2
CC(C)C[C@@H](COCc1cccc(C(F)(F)F)c1)N1CCN(C(=O)c2ccc(C(F)(F)F)cc2)CCC1=O	1	1	-2	-1	0.1	-8	-2	.	2	-3
COc1cccc(CN2CCNC(=O)C2CC(=O)NCc2cn3cccc(C)c3n2)c1OC (stereo not drawn)	-5	-6	1	-4	-1.3	-1	-2	0	-5	6
Clc1ccc(COn2ccnc2)cc1Cl	-1	-2	-5	1	-0.2	6	3	-13	1	-5
CCOC(=O)C1=CCN(S(=O)(=O)c2ccccc2Br)C1c1ccccc1 (stereo not drawn)	-1	0	0	0	-1.4	-2	1	.	3	-10

From PubChem BioAssay
